Nrf2 ARE act – activators of Nrf2 (ARE) signaling | AREc32 ARE-luciferase reporter (MCF7-derived line), luminescence, 24 h | Potency, µM (series often up to 46.1 µM), inactives show top-dose activation, usual class: activators | actives 0.31% (n = 410,000); also: potency is read from the fitted curve at half-maximal effect; % of control where 0% means no effect; nearly all actives have a fitted effect of over 65% in size
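AREc32 cells carrying an ARE-driven firefly luciferase, 1000 cells/well in OPTI-MEM with 5% FBS, dosed after overnight attachment and incubated 24 hr at 37 deg C. Steady-Glo luminescence read after 30 min at RT.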
MmCpn inh – inhibitors of Methanococcus maripaludis chaperonin (MmCpn) | purified Mm-Cpn ATPase, ADP Transcreener TR-FRET | Potency, µM (highest dose often 76.9 µM), inactives show top-dose activity, negative = inhibition, hits mostly inhibitors | actives 0.031% (n = 330,000) | AID 504842; also: potency is read from the fitted curve at half-maximal effect; % is scaled to controls: 0 for no effect and ±100 for the full control effect; nearly all actives have a fitted effect of over 80% in size
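TR-FRET (320 nm excitation; 590 and 665 nm emission) reports ADP made from 10 uM ATP by 25 nM enzyme; compounds were preincubated 10 min, reaction run 30 min, both at 37°C.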
HepG2 tox – kills HepG2 cells in TGF-b inhibitor counter-screen; Potency, µM (series often up to 46.1 µM), inactives show at the highest dose activity change, negative = cytotoxicity, hits mostly cytotoxic; HepG2 CAGA-GFP viability, ATP luminescence, 18 h; actives 0.76% (n = 410,000); also: potency is read from the fitted curve at half-maximal effect; some results filed as inactive show a strong effect at the top dose
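HepG2 CAGA-GFP cells (1000/well, DMEM with 1% FBS) received compound, then TGF-beta at 500 pg/mL final, and were incubated 18 hours at 37 degrees C. Viability was read by CellTiter-Glo luminescence. Media-only wells were set as complete cell-killing and DMSO as no toxicity.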
A549 tox – A549 cytotoxicity, counter-screen for Nrf2 inhibitors; A549 ARE-Fluc cells, CellTiter-Fluor viability, 18-24 h; Potency, µM (series often up to 46 µM), without a hit: at the top dose activity change, negative = cytotoxicity, actives largely listed as inhibitors; actives 0.16% (n = 390,000); AID 504648; also: potency is read from the fitted curve at half-maximal effect; % is scaled to controls: 0 for no effect and ±100 for the full control effect
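A549 ARE_Fluc cells in 5% FBS OPTI-MEM were exposed to compounds in concentration-response for 18-24 h at 37 deg C. Viability was read by CellTiter-Fluor fluorescence (Ex 405/Em 525) after 30 min, before the luciferase read.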
TGFb inhibitor – TGF-b pathway inhibition | Potency, µM (highest dose often 46.1 µM), without a hit: top-dose activity, negative = inhibition, actives largely listed as inhibitors | actives 1.2% (n = 410,000) | HepG2 CAGA-GFP TGF-b/SMAD3 reporter, GFP fluorescence, 18 h; TGF-beta stimulated, 500 pg/mL final; also: potency is read from the fitted curve at half-maximal effect; % is scaled to controls: 0 for no effect and ±100 for the full control effect; nearly all actives have a fitted effect of over 65% in size
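HEPG2 CAGA-GFP, 1000 cells/well; 2 h settle, 37 C; cpd via pin tool; TGF-b 500 pg/mL final; 18 h, 37 C; GFP imaging ex488/em500-530; %Activity normalised to -TGF-b and +DMSO controls; CRC fit, curve class.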
CCT modulator – changes cytosolic chaperonin activity; purified chaperonin ATPase assay, HTRF ADP detection, 30 min; activity change, % (test concentration not listed), hits read low; actives 0.3% (n = 360,000); in the data active = activity change below about -30%; also: % is scaled to controls: 0 for no effect and ±100 for the full control effect
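TRiC at 40 or 20 nM final (batch-dependent) in 30 mM Tris pH 7.4, 100 mM KCl, 5 mM MgCl2, 1 mM DTT, with compound at single 76 uM and 10 uM ATP, 30 min at 37 deg C. ADP detected by HTRF Transcreener, 665/615 ratio.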
Nrf2 inh – Nrf2 pathway inhibition; A549 ARE-Fluc reporter, luciferase luminescence, 18-24 h; Potency, µM (top dose mostly 46 µM), for inactives: at the top dose activity change, negative = inhibition, hits mostly inhibitors; actives 2.1% (n = 360,000); also: potency is read from the fitted curve at half-maximal effect; % is scaled to controls: 0 for no effect and ±100 for the full control effect; nearly all actives have a fitted effect of over 60% in size
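Reporter: ARE-Fluc in A549. Exposure: 18-24 h, 37 °C, 5% CO2, 5% FBS OPTI-MEM. Readouts: fluorescent cytotoxicity (CellTiter-Fluor), then luminescent Nrf2 signal after BugLite.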
Abeta yeast res – restores growth of yeast expressing A-beta42 peptide | yeast expressing A-beta42, growth rescue, OD600, 48 h; response scale: 0% DMSO, 100% iron-clioquinol control | Potency, µM (titrated, usually from 46.1 µM), for the others: top-dose growth rescue, hits mostly activators | actives 0.063% (n = 410,000) | AID 1347071; also: potency is read from the fitted curve at half-maximal effect; nearly all actives have a fitted effect of over 55% in size
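Yeast growth medium received pinned compounds, then yeast cells expressing toxic A-beta were added; plates incubated at 30 C for 48 hr. Growth read as absorbance at 600 nm, normalized to DMSO and equimolar FeCl3 plus clioquinol controls.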
pAkt inh – inhibitors of Akt phosphorylation; Neuro2A IGF-stimulated pAkt S473 HTRF, 20 min; hits give low values; activity change, % for hits at 50 µM; actives 0.32% (n = 360,000); AID 651550; in the data active = activity change below about -80%; inconclusive = mostly about -51% to -80%; also: % is scaled to controls: 0 for no effect and ±100 for the full control effect
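Neuro2A cells (4,500/well, DMEM with 0.5% FBS) were treated with compound at a single 50 µM final concentration, stimulated with 6 nM IGF for 20 min at 37 °C, and lysed. Phospho-Akt Ser473 was read by HTRF as 665/615 ratio ×10^4.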
The depositor's hits bear a star; i = inactive; ? = inconclusive; / = not tested or not shown; [ ] = remark or other dose. Unless noted, calls follow the shape of the dose curve; as a rule, active = well fitted curve in the direction sought with a large enough effect; inconclusive = small, poorly fitted or top-dose-only effect, or another doubt; inactive = no such curve, though single readings can be large; an effect the other way counts as inactive or inconclusive.

mol | Nrf2 ARE act | MmCpn inh | HepG2 tox | A549 tox | TGFb inhibitor | CCT modulator | Nrf2 inh | Abeta yeast res | pAkt inh
Cc1ccc(OCCNC(=O)c2cc(C(=O)NCCOc3ccc(C)cc3)cc([N+](=O)[O-])c2)cc1 | 2.7% | 0% | 2% | -16% | -18% | -0.5 | ? | 3% | i
CCOc1ccc(CCNC(=O)COC(=O)COc2ccc(C(C)=O)cc2)cc1OCC | 1.7% | 2% | 0% | 11% | -13% | -4.9 | 27% | 5% | i
CCC(C)NC(=O)c1cccc(C)c1 (stereo not given) | -0.2% | 2% | -5% | -21% | 3% | -0.8 | 1% | 17% | i
Cn1c(=O)c2c(nc(Cl)n2Cc2ccncc2)n(C)c1=O | -0.1% | 1% | -31% | -4% | 13% | -1.1 | -3% | 10% | i
Cc1ccccc1S(=O)(=O)Oc1cccc2c(O)cccc12 | 3.3% | 0% | -23% | 0% | -32% | 0.1 | -16% | -13% | i
Cc1ccc(S(=O)(=O)N2CCCc3cc(NC(=O)c4ccc(Cl)cc4)ccc32)cc1 | 1.4% | / | 4% | -10% | 0% | / | / | -10% | /
CN(C)S(=O)(=O)N(CC(=O)NCCSCc1c(F)cccc1Cl)c1ccccc1 | 0.5% | / | -18% | -15% | 1% | / | -17% | -3% | /
COc1ccc(CC(=O)NCc2cccc(Cl)c2)cc1S(=O)(=O)N1CCOCC1 | -1.8% | / | 0% | / | 0% | 1.4 | / | 1% | i
C=C(C)Cn1c(COc2ccccc2)nnc1SCC(=O)O | 0.1% | -1% | -5% | 0% | -2% | -3.7 | 1% | -8% | i
COc1ccc(/C=C2\CN(Cc3ccccc3)C/C(=C\c3ccc(OC)cc3)C2=O)cc1 | 4.0%[9.22 µM] | 3% | -2% | 10% | 11µM* | -1.4 | 9% | -22% | i

Reprinted from above, 4 compounds:
mol | Nrf2 ARE act | MmCpn inh | HepG2 tox | A549 tox | TGFb inhibitor | CCT modulator | Nrf2 inh | Abeta yeast res | pAkt inh
Cc1ccc(S(=O)(=O)N2CCCc3cc(NC(=O)c4ccc(Cl)cc4)ccc32)cc1 | 1.4% | / | 4% | -10% | 0% | / | / | -10% | /
CN(C)S(=O)(=O)N(CC(=O)NCCSCc1c(F)cccc1Cl)c1ccccc1 | 0.5% | / | -18% | -15% | 1% | / | -17% | -3% | /
COc1ccc(CC(=O)NCc2cccc(Cl)c2)cc1S(=O)(=O)N1CCOCC1 | -1.8% | / | 0% | / | 0% | 1.4 | / | 1% | i
C=C(C)Cn1c(COc2ccccc2)nnc1SCC(=O)O | 0.1% | -1% | -5% | 0% | -2% | -3.7 | 1% | -8% | i

Carrying on.
mol | Nrf2 ARE act | MmCpn inh | HepG2 tox | A549 tox | TGFb inhibitor | CCT modulator | Nrf2 inh | Abeta yeast res | pAkt inh
Cc1cc(C)c2nc3nc(C)c(C)cc3c(N)c2c1 | 3.8% | 0% | 0% | -12% | ? | -2.0 | ? | -24% | i
CCCCCC(=O)NC(=S)NC1C2CC3CC(C2)CC1C3 (stereo not given) | 6.1% | -4% | 22% | 13% | ? | -3.4 | ? | ? | i
CCOc1ccc(C(=O)Nc2ccc(-c3nc4ccccc4s3)c(C)c2)cc1OCC | 7.4% | / | -36% | 2% | ? | / | / | -1% | /
CCCCCCC(CC(=O)NCc1cccnc1)CC(=O)NCc1cccnc1 | 0.1% | 0% | -1% | -9% | -4% | -1.6 | -14% | 0% | i
Cc1ccccc1Nc1ncccc1C(=O)N1CCOCC1 | -0.9% | 0% | -7% | -4% | 0% | -3.7 | 1% | 12% | i
CCSc1ccccc1C(=O)NCCCn1ccnc1 | 0.0% | 2% | 2% | -6% | 1% | 2.1 | 7% | 8% | i
O=C(c1cc(C(=O)N2CCCC2)cc([N+](=O)[O-])c1)N1CCCC1 | 0.2% | 0% | -16% | 6% | -14% | -4.0 | -1% | -3% | i
N#Cc1cccc(S(=O)(=O)NCc2nnc3ccccn23)c1 | 0.2% | -1% | 4% | 1% | -7% | -0.6 | 9% | 0% | i
COc1ccccc1CNC(=O)C1CCN(c2nc3ccc(C)cc3[nH]2)CC1 | 9.9% | / | -25% | -8% | -23% | / | / | -10% | /
Cc1nn2c(-c3cccc(NC(=O)c4ccccc4)c3)nnc2c2ccccc12 | 2.5% | / | 3% | -1% | -8% | / | -12% | -5% | /
CCCN(C(=O)c1cc(Cl)nc2ccccc12)c1c(N)n(Cc2ccccc2)c(=O)[nH]c1=O | 0.8% | ? | 7% | 0% | -4% | 0.0 | -10% | -11% | i
O=S(=O)(NC1c2cccc3cccc(c23)C1N1CCN(CCO)CC1)c1ccccc1 (stereo not given) | 4.3% | 1% | -4% | ? | ? | -5.5 | ? | -2% | i
CCOC(=O)C(C)Sc1nc(-c2cccs2)ccc1C#N (stereo not given) | ? | -9% | 0% | -4% | -22% | -0.2 | ? | ? | i
O/N=C/c1ccc2ccccc2n1 | 4.4% | 2% | 15% | 1% | -9% | -0.2 | ? | -17% | i
CCOC(=O)N1CCC(Nc2cc(C)nc3c(-c4ccccc4OC)c(C)nn23)CC1 | 3.1% | 0% | -41% | 24% | -27% | -1.5 | 9.2µM* | -14% | i
COc1ccc(C2=NN(C(=O)CSc3ncccn3)C(c3ccc(OC)cc3)C2)cc1 (stereo not given) | 3.5% | -1% | -10% | 2% | 1% | -4.3 | -23% | 9% | i
CCNC(=O)COC(=O)c1cc(=O)[nH]c2ccccc12 | 0.4% | -1% | -14% | 0% | 1% | -35* | 12% | 2% | i
O=C(Nc1ccccc1F)c1ccc(-c2ccccc2)s1 | 5.2% | / | -29% | -1% | 9% | / | ? | -6% | /
O=C(c1nc2ccc(Cl)cn2c1CNCC[C@@H]1C[C@@H]2C=C[C@H]1C2)N1CCCCCCC1 | 3.8% | 1% | -37% | -6% | ? | 0.8 | -9% | 19% | i
O=C(Cc1ccccc1)N1CCC2(CC1)NCCc1[nH]cnc12 | -0.2% | 2% | -2% | -2% | -15% | -1.9 | ? | 13% | /
Cc1cc(=O)oc2cc(OCC(=O)NCC3CCC(C(=O)O)CC3)ccc12 (stereo not given) | 3.1% | 0% | -36% | -3% | 0% | 0.4 | 8% | -3% | i
COc1cc2c(cc1OC)C(CNC(=O)C=Cc1cc(OC)c(OC)c(OC)c1)C2 (stereo not given) | 6.4% | / | 2% | / | 14% | 1.9 | / | 5% | i
Cc1ccc(NC(=O)Cn2nc(C(F)(F)F)c3c2CCCC3)cc1 | -0.1% | / | -8% | 6% | -4% | / | -25% | -16% | /
CCOC(=O)C(C(=O)OCC)c1c([N+](=O)[O-])c(=O)n2c3c(cccc13)CCC2 | 8.2% | 2% | -6% | 1% | 0% | 1.5 | ? | 5% | i
O=C(CCN1C(=O)c2ccccc2C1=O)Nc1cccc(F)c1 | -0.8% | 0% | -3% | 0% | 0% | -2.8 | -20% | 6% | i
CCOC(=O)CSC1=C(C#N)C(c2ccccc2OCC)C(C(=O)OCC)C(=O)N1 (stereo not given) | 0.5% | 1% | -31% | -5% | 5% | -2.7 | -1% | 25% | i
O=C(c1ccc2c(c1)OCO2)N1CCN=C1SCc1ccccc1 | -1.0% | 2% | -4% | 1% | 4% | 2.2 | -23% | 4% | i
COc1ccc(-c2nc(C)ncc2-c2csc(C)n2)c(O)c1 | -0.5% | ? | 3% | -2% | ? | 2.2 | 27% | -11% | i
C=CCOc1ccc(CNc2nccs2)cc1OCC | 3.6% | -1% | 7% | -1% | -3% | 2.0 | ? | 12% | i
C/C(=N/NC(=O)CNC(=O)COc1ccccc1)c1ccco1 | 13% | 0% | 18% | 11% | 2% | 0.6 | 8% | -9% | i
COc1ccc(-c2cc3ccccc3oc2=O)cc1 | 24% | / | -59% | 3% | -11% | -2.5 | ? | 4% | i
CC1(C)CC(OC(=O)c2ccccc2)CC(C)(C)N1 | 0.1% | 1% | -3% | 0% | 10% | -3.0 | 0% | -3% | i
COc1ccc(CNC(=O)c2cnc(C)cn2)c(OC)c1 | -0.1% | ? | 1% | -1% | 8% | -2.1 | / | ? | i
CC1CCc2c(sc(NC(=O)CSc3nc4c(c(C(F)(F)F)n3)CCc3ccccc3-4)c2C(N)=O)C1 (stereo not given) | 0.2% | -1% | -3% | 7% | -1% | 2.8 | 2% | -7% | i
O=C(CCn1c(=O)oc2ccc(Cl)cc21)N1CCN(c2ccccc2)CC1 | -0.4% | 0% | 0% | 3% | 0% | 0.2 | -27% | 3% | i
O=C(COC(=O)/C=C/c1ccc(Cl)cc1Cl)Nc1cccc(S(=O)(=O)NC2=NCCC2)c1 | 7.1% | / | -10% | / | -16% | 1.4 | / | -11% | i
COc1ccc(-c2nc(SCC(=O)Nc3cccc(S(N)(=O)=O)c3)n[nH]2)cc1 | 0.6% | 1% | -13% | 1% | 0% | -3.8 | 4% | -1% | i
COc1ccc(C(=O)Nc2cc(C)on2)cc1[N+](=O)[O-] | -0.6% | 0% | 8% | -10% | 11% | 1.0 | 11% | 4% | i
Cc1ccn2c(NC(=O)c3ccccc3)c(-c3ccccc3)nc2c1 | 0.8% | -3% | 10% | -13% | 12% | 0.9 | 22% | 5% | i

The order is random; 4.3% or so of the library scored in one or more.
